Compound activity deposited in PubChem BioAssay by several laboratories.
FadD28 FP inh – M. tuberculosis FadD28 bisubstrate binding inhibition. AID 588549. FadD28 bisubstrate probe binding, fluorescence polarization. 360,000 tested, 0.22% active. inhibition, % at 12.5 µM; in the data active = inhibition above about 8.5%, passing the limit was not always enough; inconclusive = no clear call, values can overlap the other calls
Mtb UGM inh – inhibitors of M. tuberculosis UDP-galactopyranose mutase | purified UGM, fluorescence polarization probe displacement | inhibition, % at 10 µM | 320,000 tested, 0.06% active | P9WIQ1; in the data active = inhibition above about 10%, passing the limit was not always enough; inconclusive = no clear call, values can overlap the other calls
Target sequence (P9WIQ1 whole entry, looked up): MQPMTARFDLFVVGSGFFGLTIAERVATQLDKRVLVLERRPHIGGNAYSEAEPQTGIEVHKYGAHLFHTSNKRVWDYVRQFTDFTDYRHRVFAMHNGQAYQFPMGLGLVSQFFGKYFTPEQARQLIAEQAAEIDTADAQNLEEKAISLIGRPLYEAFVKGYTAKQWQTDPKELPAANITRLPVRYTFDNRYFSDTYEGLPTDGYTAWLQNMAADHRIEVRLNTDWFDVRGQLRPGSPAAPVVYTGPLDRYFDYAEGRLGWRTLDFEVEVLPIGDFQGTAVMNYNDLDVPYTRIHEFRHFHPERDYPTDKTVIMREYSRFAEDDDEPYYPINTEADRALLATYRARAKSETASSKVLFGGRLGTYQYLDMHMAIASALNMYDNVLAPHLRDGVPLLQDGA
FBA Mtb inh – inhibits M. tuberculosis FBA enzyme | purified M. tuberculosis FBA, fluorescence read-out | inhibition, % at 1 µM | 360,000 tested, 2.3% active; in the data active = inhibition above about 27%;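 note: 0% = vehicle and 100% = reference inhibitor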
Target sequence (P9WQA3 whole entry, looked up): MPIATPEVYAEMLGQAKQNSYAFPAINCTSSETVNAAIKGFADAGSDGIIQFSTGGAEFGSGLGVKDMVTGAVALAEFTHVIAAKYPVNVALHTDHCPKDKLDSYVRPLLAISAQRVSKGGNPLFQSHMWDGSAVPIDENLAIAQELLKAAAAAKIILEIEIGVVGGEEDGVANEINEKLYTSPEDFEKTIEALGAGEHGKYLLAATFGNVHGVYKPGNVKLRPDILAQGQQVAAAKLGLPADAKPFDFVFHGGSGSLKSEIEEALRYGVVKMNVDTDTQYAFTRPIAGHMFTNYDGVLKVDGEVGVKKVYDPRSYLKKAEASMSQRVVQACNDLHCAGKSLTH
BoNT A protease – BoNT A light chain protease inhibition. inhibition, % at 10 µM. multiplex microsphere protease substrate cleavage, flow cytometry. 360,000 tested, 0.17% active; in the data active = inhibition above about 30%; inconclusive = no clear call, values can overlap the other calls; note: plate controls were buffer without enzyme for full effect and enzyme alone for no effect
Mtb BioA inh – BioA (M. tuberculosis) enzyme inhibition. inhibition, % at 9.99 µM. purified M. tuberculosis BioA enzyme, plate reader. 360,000 tested, 0.096% active; in the data active = inhibition above about 40%; inconclusive = no clear call, values can overlap the other calls
GDH-TPI counter – inhibits GDH-TPI coupling enzymes, artifact for Mtb FBA screen. GDH-TPI coupled enzyme counterscreen, NADH absorbance. inhibition, % at 4.8 µM. 360,000 tested, 1.2% active;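 note: 0% = DMSO wells and 100% = wells lacking the enzyme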
PrPC surface inh – reduces human prion protein on the cell surface. cell surface PrPC, TR-FRET read-out. inhibition, % at 13.8 µM. P04156. 370,000 tested, 0.43% active; in the data active = inhibition above about 24%; note: 0% = median of the test wells and 100% = reference compound wells
CCHFV vOTU inh – CCHFV vOTU protease inhibition; inhibition, % at 11.5 µM; Pep-AMC fluorescence; AID 651958; 370,000 tested, 0.55% active; note: 0% = vehicle wells with enzyme and 100% = no enzyme wells
BoNT F protease – blocks Botulinum neurotoxin F light chain protease; 360,000 tested, 0.22% active; inhibition, % at 10 µM; AID 588497; Multiplex microsphere protease cleavage assay, flow cytometry; in the data active = inhibition above about 35%, passing the limit was not always enough; inconclusive = no clear call, values can overlap the other calls; note: plate controls were buffer without enzyme for full effect and enzyme alone for no effect
Starred values were filed as active, the others as inactive; ? = inconclusive; . = not tested or not shown. Cut-off read from the data, not from the text of the source, unless noted: active = inhibition above about 30%; inactive = the rest.

no.	SMILES	FadD28 FP inh	Mtb UGM inh	FBA Mtb inh	BoNT A protease	Mtb BioA inh	GDH-TPI counter	PrPC surface inh	CCHFV vOTU inh	BoNT F protease
1	N#CC1C(C#N)N2CCCN2C1c1ccc(Br)cc1 (configuration not stated)	-0.7	-0.5	2	?	.	2	-2	-1	?
2	Cc1c(-c2ccc(F)cc2)[n+](=O)c2c(n1[O-])CCCCC2	1.0	-1.0	2	0.4	.	11	-6	-3	0
3	Cc1ccc(/C=N/N=C/c2ccc(C)s2)s1	0.0	1.2	1	0.4	.	18	4	2	2
4	Cc1[nH]n2c(=O)c3c(nc2c1-c1ccccc1)CCC3	-1.9	0.5	28*	0.0	13	12	-5	-3	-9
5	O=C(NCc1ccccc1)C1CCC(=O)N(CC2CCCCC2)C1 (configuration not stated)	-3.2	-2.3	-6	-0.5	1.3	-5	1	-7	-1
6	Cc1[nH]c2ccccc2c1C(=O)CSc1ccc(F)cc1	1.3	-2.0	0	0.8	-3.4	2	10	10	1
7	O=C(C=Cc1ccco1)c1cc(Cl)ccc1O	-2.2	.	2	-0.1	0.3	12	4	-7	-6
8	O=S(=O)(/C=C/c1ccccc1)N1CCN(Cc2ccccc2)CC1	0.9	1.8	-1	0.5	-0.3	-4	6	4	-3
9	Cc1ccccc1N1CCN(C(=O)[C@@H]2CCCN2C2=NS(=O)(=O)c3ccccc32)CC1	-2.8	-2.0	5	3.1	.	1	0	-10	5
10	COC(=O)c1cccc(NC(=O)CCCOc2ccccc2)c1	-1.0	0.8	-4	-0.9	7.7	7	1	5	2
11	CC1CCC(NC(=O)CN2CCN(S(=O)(=O)c3ccc(Br)s3)CC2)CC1 (configuration not stated)	-3.5	.	2	0.0	2.8	9	-9	14	0
12	O=C(NC1CCCC1)c1ccc(CS(=O)(=O)c2ccc(Cl)cc2)o1	-5.4	-1.7	-1	5.3	-0.5	3	13	13	7
13	COc1ccc(NC(=O)c2[nH]c(C)c(C(C)=O)c2C)cc1S(=O)(=O)Nc1ccc(Br)cc1	-3.2	0.9	-3	-0.8	.	1	4	10	3
14	Cc1ccc(S(=O)(=O)n2nc(C)cc2C)cc1	1.4	-0.9	3	-0.8	-2.8	21	-4	-4	-3
15	CC1=CC(=C2C(=O)NC(=O)NC2=O)C=C(C(F)(F)F)N1Cc1ccccc1	-1.5	-1.6	-1	0.2	.	16	-1	0	-4
16	Cc1ccccc1NC(=O)COC(=O)CCc1nc2ccccc2c(=O)[nH]1	-0.4	0.0	0	-0.7	0.8	13	-5	-3	-2
17	CCOC(=O)C[N+]1(C)CCN(C(C)=O)CC1	-2.4	-1.5	0	-0.5	.	-1	0	13	-1
18	O=C(CN1CCOCC1)NCC(=O)Nc1ccc(Br)cc1C(=O)c1ccccc1	-1.1	0.8	2	-1.3	0.4	13	-5	-6	-5
19	COc1ccc(C(=O)NNC(=O)C2(C)CC2(Br)Br)cc1 (configuration not stated)	-0.9	0.5	4	0.7	-3.7	13	6	-8	9
20	CC(C)Nc1nc(Oc2ccc(Cl)cc2Cl)cc(C(F)(F)F)n1	0.0	-1.0	0	?	0.5	-4	9	-6	?

Compounds 18 to 20 of the list above:
no.	SMILES	FadD28 FP inh	Mtb UGM inh	FBA Mtb inh	BoNT A protease	Mtb BioA inh	GDH-TPI counter	PrPC surface inh	CCHFV vOTU inh	BoNT F protease
18	O=C(CN1CCOCC1)NCC(=O)Nc1ccc(Br)cc1C(=O)c1ccccc1	-1.1	0.8	2	-1.3	0.4	13	-5	-6	-5
19	COc1ccc(C(=O)NNC(=O)C2(C)CC2(Br)Br)cc1 (configuration not stated)	-0.9	0.5	4	0.7	-3.7	13	6	-8	9
20	CC(C)Nc1nc(Oc2ccc(Cl)cc2Cl)cc(C(F)(F)F)n1	0.0	-1.0	0	?	0.5	-4	9	-6	?

Later entries
no.	SMILES	FadD28 FP inh	Mtb UGM inh	FBA Mtb inh	BoNT A protease	Mtb BioA inh	GDH-TPI counter	PrPC surface inh	CCHFV vOTU inh	BoNT F protease
21	Cc1ccc(NNC(=O)C2CCC2)cc1C	-2.7	2.5	0	0.2	-1.4	5	14	-9	1
22	CC(C)SCc1nc2ccccc2[nH]1	-0.9	-1.0	7	1.0	0.1	10	3	5	-4
23	Cn1ncc(Cl)c1C(=O)N1CCN(c2cccc(Cl)c2)CC1	-4.5	4.1	-7	1.3	3.6	-10	-6	-5	5
24	CN(C(=O)COC(=O)c1cncc(Br)c1)C1CCS(=O)(=O)C1 (configuration not stated)	-1.6	0.1	-1	-0.1	.	-2	1	-5	3
25	COc1ccc(CNC(=O)CN(c2ccccc2)S(=O)(=O)c2ccccc2[N+](=O)[O-])cc1	0.3	4.7	2	1.1	-1.5	6	-15	0	-3
26	O=C(Nc1nc(-c2ccccc2)c(-c2ccccc2)s1)c1ccc(S(=O)(=O)N2CCCCC2)cc1	-0.5	0.8	3	-0.3	0.1	-2	-1	7	-7
27	CNC(=O)/C(=C\C=C\c1ccccc1)NC(=O)c1ccc([N+](=O)[O-])cc1	-0.4	-1.2	1	-1.5	0.8	39*	-40	2	-16
28	CC(C)C(C)NC(=O)Cn1cnc2c(oc3ccccc32)c1=O (configuration not stated)	-2.1	-0.9	-1	-0.5	-2.2	-1	9	6	-2
29	COc1ccccc1N(CC(=O)NC1CCCC1)S(=O)(=O)c1ccc(C)cc1	0.2	-2.1	-1	-0.1	-0.2	-3	-4	1	-1
30	COc1cc(NC(=O)CCN2CCN(C)CC2)cc(OC)c1	-0.6	2.4	-4	0.6	-1.8	9	-5	-10	20
31	Oc1sc(C=Nc2ccccc2)c2ccccc12	-3.0	-2.7	-3	-0.1	-0.7	9	-7	-17	-4
32	CC(C)(C)C1CCC(=O)N(CCOc2ccccc2)CC1 (configuration not stated)	-0.5	-1.4	2	-0.3	4.2	13	1	10	-5
33	CCCCCCCCN1[C@@H](CC(=O)OC)c2cc(C(F)(F)F)ccc2S1(=O)=O	-2.8	-0.8	-2	0.2	0.3	-3	1	14	-6
34	Cc1ccsc1CNCc1cc(Cl)ccc1O	0.4	-0.8	2	-0.4	1.6	7	1	-9	-18
35	CC(Sc1nnc2ccccn12)C(=O)Nc1ccc(N2CCOCC2)cc1 (configuration not stated)	-0.1	0.4	2	-0.9	-1.0	4	7	-27	-17
36	CCOc1ccc(N(CC(=O)Nc2nccs2)S(=O)(=O)c2c(C)noc2C)cc1	-3.4	0.1	-3	-0.1	-0.4	5	5	18	-8
37	CCC(=O)c1ccc(N2CCN(C(=O)c3ccc(F)cc3)CC2)c(F)c1	-2.0	-1.6	-1	-0.8	23	7	5	6	1
38	O=C(Nc1ccccc1Br)c1ccc(N2CCCC2=O)cc1	-0.7	2.3	-1	-0.6	-0.5	1	-6	0	4
39	O=C(N/N=C/c1ccc(F)c(F)c1)c1cc2c(s1)-c1ccccc1CC2	-1.5	3.6	3	0.0	.	13	3	-3	0
40	O=C(Nc1ccc(S(=O)(=O)N2CCOCC2)cc1)c1cc([N+](=O)[O-])ccc1Cl	0.3	-1.9	2	-1.7	0.7	6	-33	5	?

The list continues.
no.	SMILES	FadD28 FP inh	Mtb UGM inh	FBA Mtb inh	BoNT A protease	Mtb BioA inh	GDH-TPI counter	PrPC surface inh	CCHFV vOTU inh	BoNT F protease
41	O=C(NCc1cccnc1)C1CCN(C(=O)c2ccc(Cl)cc2Cl)CC1	0.0	1.7	3	1.3	.	7	-1	12	8
42	Cc1ccccc1NC(=O)c1cn(-c2ccccc2)nc1-c1ccccc1	0.4	1.3	4	0.6	.	6	8	-1	-3
43	Cc1ccc2cc(CN(C(=O)C3CCCO3)C3CCCCC3)c(=O)[nH]c2c1 (configuration not stated)	-1.5	1.9	4	0.1	-1.9	13	2	6	-24
44	CCNC(=O)CC1SC(=Nc2cccc(Cl)c2C)N(C)C1=O (configuration not stated)	-1.7	0.7	-1	0.6	-1.4	4	5	-3	-1
45	CCOc1ccc(-n2nnc3c(=O)n(CC(=O)NCc4ccco4)cnc32)cc1	0.3	-0.8	-2	0.3	-2.3	6	-2	0	0
46	CCc1ccc(N2CC(C(=O)Nc3ccccc3F)CC2=O)cc1 (configuration not stated)	-2.1	-1.5	-7	-0.3	0.6	5	0	-13	2
47	COc1ccc(CCNC(=O)/C(C#N)=C/c2cccc(OCc3ccccc3)c2)cc1OC	-4.2	.	2	0.1	.	-1	1	12	-6
48	C[C@@H](C(=O)NCc1ccccc1)N1C(=O)C2CC=CCC2C1=O (some centres not stated)	-0.6	0.6	4	-0.5	-1.1	4	-1	2	-2
49	CC12CC3(C)CC(C)(C1)CC(C(=O)NC(=S)NC(C)(C)C)(C2)C3	-1.3	-3.1	-2	-0.7	.	2	-5	-11	-7
50	O=C(Cn1cnc2c(nnn2Cc2ccccc2F)c1=O)NCc1ccco1	-1.5	1.2	3	-0.7	1.1	-4	5	-4	-6
51	COc1ccc(NC(=O)CN2CCN(C(=O)c3ccco3)CC2)c(OC)c1	-4.7	-1.3	0	0.7	-0.3	-3	1	-2	-12
52	FC(F)(F)c1cc(-c2ccco2)nc(N2CCOCC2)n1	-3.2	0.4	1	-0.2	2.6	2	-4	1	?
53	CC1=C(N2CC2)C(=O)C(CO)=C(N2CC2)C1=O	0.5	.	4	0.2	.	13	-39	35*	-2
54	CC/C(=N\NC(=O)Cc1ccc(Br)cc1)c1cccs1	-3.7	-3.3	1	2.2	-0.9	-5	8	7	-3
55	O=C(c1cc2ccccc2o1)N1CCN(Cc2ccc3c(c2)OCO3)CC1	-2.0	0.8	-2	8.5	7.6	8	5	5	8
56	C#CCOCCOCCOCCNc1nc(N2CCN(C(=O)Cn3cc(CCCCN)nn3)CC2)nc(N2CCN(C(=O)[C@H]([C@@H](C)CC)n3cc(CCCCN)nn3)CC2)n1	-2.4	-0.4	1	-0.9	-0.4	-3	-3	4	-18
57	CCOC(=O)[C@]12Cc3cc(Cl)ccc3[C@H]1N(C1CCCCC1)C(=O)c1cc(OC)ccc12	.	.	.	-0.1	.	.	47*	5	-9
58	NC(=O)C1CCN(C(=O)/C(=C/c2ccccc2)NC(=O)c2ccccc2)CC1	-2.6	0.9	2	-0.1	-1.8	-1	1	-6	-2
59	CCN1C(=O)CC(C(=O)NC)SC1=Nc1cc(Cl)c(O)c(Cl)c1 (configuration not stated)	-1.3	-4.5	0	0.2	.	10	4	-11	0
60	CC(C)c1cc(C(=O)NNC(=S)NC2CCCCC2)cs1	-1.0	1.0	3	-1.7	1.3	3	2	6	2
61	O=C(CSc1ccc(-c2ccco2)nn1)Nc1ccc(F)cc1F	-0.4	-0.8	4	2.2	-0.5	10	1	7	9
62	COc1cccc(C(=O)NC2CCN(CC(=O)Nc3nccs3)CC2)c1	0.2	2.9	2	0.7	.	1	2	-2	31
63	Nc1c2c(nc3ccccc13)CCCC2=O	-1.9	-2.5	14	-1.1	.	4	-2	-14	?
